# LEDGF integ inh = blocks HIV-1 LEDGF/p75-dependent DNA integration. AID 743269. inhibition, % at 3.7 µM. 370,000 compounds, 0.64% hits. TR-FRET IN-LEDGF/p75 DNA integration, Eu/Cy5;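 active = inhibition above the screen-wide mean plus 3 SD, cut at about 13% in these data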;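 note: signal is the Cy5 over europium emission ratio at 671 and 618 nm; 0% = plate median of compound wells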
# PG9 binder = PG9 antibody binding by small molecule; 360,000 compounds, 0.43% hits; inhibition, % at 6.7 µM; TR-FRET gp120-PG9 antibody binding; AID 624416; in the data active = inhibition above about 8.5%
# HTRA1 inhibitor = inhibitors of human serine peptidase HTRA1; recombinant HTRA1, FP-rhodamine activity-based probe, fluorescence polarization; 340,000 compounds, 0.5% hits; Q92743; inhibition, % at 5.96 µM; AID 504803; in the data active = inhibition above about 36%;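 note: 0% = enzyme with DMSO and 100% = wells lacking enzyme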
# SIAE inh = inhibitors of human sialic acid acetylesterase SIAE. Q9HAT2. SIAE FP-Rh probe binding, fluorescence polarization. inhibition, % at 9.66 µM. 370,000 compounds, 0.69% hits. AID 1053197;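 active = inhibition above a cutoff: mean of compounds within the control limits plus 3 SD of those, cut at about 17% in these data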;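 note: 0% = plate median of compound wells and 100% = probe without SIAE protein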
# Target sequence (Q9HAT2 whole entry, looked up): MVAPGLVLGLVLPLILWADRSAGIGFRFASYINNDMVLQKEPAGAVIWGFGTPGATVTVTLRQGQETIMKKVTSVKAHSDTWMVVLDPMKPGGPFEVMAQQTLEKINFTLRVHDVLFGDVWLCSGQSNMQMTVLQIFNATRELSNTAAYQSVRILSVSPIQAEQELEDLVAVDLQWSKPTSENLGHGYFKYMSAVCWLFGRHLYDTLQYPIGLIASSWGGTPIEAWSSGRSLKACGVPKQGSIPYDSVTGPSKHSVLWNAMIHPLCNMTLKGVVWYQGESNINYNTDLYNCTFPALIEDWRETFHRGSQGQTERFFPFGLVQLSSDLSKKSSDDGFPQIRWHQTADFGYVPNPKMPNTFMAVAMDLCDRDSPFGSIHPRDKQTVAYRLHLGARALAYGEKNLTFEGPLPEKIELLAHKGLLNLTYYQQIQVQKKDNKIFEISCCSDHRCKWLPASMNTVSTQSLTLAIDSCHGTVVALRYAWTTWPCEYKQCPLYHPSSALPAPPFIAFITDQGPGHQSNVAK
# PRMT1 inh = inhibitors of human PRMT1; recombinant PRMT1, activity-based probe fluorescence polarization; inhibition, % at 2.79 µM; 370,000 compounds, 1.3% hits; AID 652257;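 active = inhibition above about 21% made by adding two undisclosed values, limit read from the data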
# UHRF1 MBD2 ctr = blocks human UHRF1 binding to methylated DNA; Q96T88; UHRF1 binding to methylated oligo, TR-FRET; inhibition, % at 4.4 µM; 370,000 compounds, 0.75% hits; in the data active = inhibition above about 21%;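 note: UHRF1 SRA domain binding a hemimethylated CpG hairpin DNA probe; 0% = median of test compound wells and 100% = reference inhibitor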
# TDP2 inh = blocks human TDP2 phosphodiesterase activity | O95551 | 370,000 compounds, 0.34% hits | recombinant TDP2, T5PNP hydrolysis, p-nitrophenol absorbance 415 nm | inhibition, % at 12.8 µM;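 active = inhibition above the mean of all tested compounds plus 3 SD, set per campaign, cut at about 25% in these data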;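 note: 0% = DMSO with enzyme and 100% = buffer with substrate but no TDP2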
#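 Assay system: recombinant human TDP2 / Reagent: T5PNP substrate at 5 mM, a TopII-DNA adduct mimic / Measured by: epi absorbance from released p-nitrophenol / Evaluation: % inhibition relative to enzyme-containing and enzyme-free wells / Control set: enzyme-free and DMSO wells / Replicates: each compound tested once, singlicate / Schedule: enzyme reaction with compound for 2 h at 37 °C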
# DDE Tn7 FP inh = DD(E)-Tn7 binding inhibition, primary FP screen; FP displacement of FITC-Tn7 peptide from fibrin DD(E); 0% = median of compound wells per plate; AID 720508; 370,000 compounds, 0.13% hits; inhibition, % at 8.3 µM; P02675;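 active = inhibition above the mean of compounds falling within the control limits plus 3 SD of them, cut at about 14% in these data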;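 note: 0% = plate median of compound wells and 100% = 10 µM Aha-Tn7 peptide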
# Target sequence (P02675 whole entry, looked up): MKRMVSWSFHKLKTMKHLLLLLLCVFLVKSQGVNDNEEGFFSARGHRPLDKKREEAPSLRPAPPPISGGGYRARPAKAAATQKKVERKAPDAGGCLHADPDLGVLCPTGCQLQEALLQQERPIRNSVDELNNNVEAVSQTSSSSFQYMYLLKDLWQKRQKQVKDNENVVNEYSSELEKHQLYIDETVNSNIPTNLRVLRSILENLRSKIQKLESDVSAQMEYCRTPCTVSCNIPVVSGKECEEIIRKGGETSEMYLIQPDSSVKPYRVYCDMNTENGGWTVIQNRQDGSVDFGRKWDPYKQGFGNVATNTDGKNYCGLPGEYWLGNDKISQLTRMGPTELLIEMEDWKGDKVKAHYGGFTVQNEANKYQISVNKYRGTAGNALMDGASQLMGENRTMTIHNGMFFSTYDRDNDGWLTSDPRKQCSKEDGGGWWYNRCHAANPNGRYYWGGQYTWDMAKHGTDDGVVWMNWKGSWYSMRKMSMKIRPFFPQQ
#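 System: human fibrin DD(E); quantity: Fibrin-DD(E) at 2 µM final; also added: fluorescent Tn7 probe at 0.1 µM; compound dosing: single nominal test concentration of 8.3 µM per compound; schedule: 10 min preincubation, 3 h with tracer, room temperature; detection: fluorescence polarization of the labelled Tn7 tracer; repeats: one replicate per compound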
# TCR CD3 inh = inhibitors of human TCR-CD3 interaction. inhibition, % at 9.4 µM. TAMRA-labeled TCR probe fluorescence, biochemical. 360,000 compounds, 0.37% hits. AID 651800; in the data active = inhibition above about 19%;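 note: recombinant mutant TCR 2C K166C tagged with TAMRA read by polarization; 0% = receptor in buffer alone and 100% = receptor with positive control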
# mABHD4 FP = inhibitors of mouse ABHD4; inhibition, % at 8.92 µM; 370,000 compounds, 0.54% hits; purified mABHD4, FP-Rh probe fluorescence polarization; Q8VD66;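 active = inhibition exceeding the mean over every tested compound plus 3 SD, cut at about 30% in these data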;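 note: 0% = plate median of compound wells and 100% = S159A mutant with DMSO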
#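 Assay system: wild-type mouse ABHD4 protein; compound: single nominal dose of 8.92 µM, 0.89% DMSO final; schedule: 45 min + 60 min at 25 °C; measured by: FP readout, ex 525 nm / em 598 nm; evaluation: % inhibition of FP-Rh probe binding versus controls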
# * marks the source's active call; other numbers are inactive results; · = no result given.
SMILES,LEDGF integ inh,PG9 binder,HTRA1 inhibitor,SIAE inh,PRMT1 inh,UHRF1 MBD2 ctr,TDP2 inh,DDE Tn7 FP inh,TCR CD3 inh,mABHD4 FP
C[C@H](CO)N1C[C@H](C)[C@H](CN(C)C(=O)Nc2ccc(C(F)(F)F)cc2)Oc2ncc(-c3cccnc3)cc2C1=O,-1,-1.1,-8,-1,-4,1,-5,2,3,4
Cc1cccc(C)c1NC(=O)CNC(=O)c1ccc2c(c1)NC(=O)CS2,-2,-0.6,4,-4,0,-3,6,-3,0,3
COc1cccc(NC(=O)COC(=O)c2c(-c3ccccc3)noc2C)c1,2,1.6,-7,-5,4,16,15,-2,-2,-3
CN1C[C@@H]2[C@@H]3C(=O)N(C)C(=O)[C@@H]3[C@](C)(C1=O)N2C(=O)c1ccc(Cl)c(Cl)c1,-2,1.0,0,1,0,0,11,-3,-3,4
CCCNC(=O)c1ccc(S(N)(=O)=O)cc1,3,0.9,-1,-12,5,3,-19,2,-3,-10
CC1Cc2nc(SCC(N)=O)n(C)c(=O)c2S1 (centres undefined),-2,0.7,0,-1,9,7,-4,1,-8,-3
CCCCCc1ccc(OCCCC[n+]2cccc(C)c2)c(CCCCC)c1,-3,-0.2,12,-2,-2,-1,1,-2,3,17
O=C(CCC1CCN(Cc2nccs2)CC1)Nc1ccccc1,4,-1.7,0,2,-2,1,1,-3,0,24
Cc1scc(C(=O)NCc2ccco2)c1-c1ccccc1,-1,0.7,-7,1,5,1,-2,-7,0,11
COc1ccccc1-c1cc(C(=O)N/N=C/c2ccc(C)s2)c2ccccc2n1,2,0.5,22,-23,-2,-2,0,0,3,-44
CCCC(c1nnnn1Cc1ccc(OC)cc1)N1CCN(C(=O)c2ccco2)CC1 (centres undefined),-2,-2.0,-9,-3,-1,6,2,2,4,3
Cc1ccc(C(=O)CCC(=O)N(C)CC(=O)Nc2c(Cl)cccc2Cl)cc1,3,-1.3,2,5,-1,0,1,-11,4,3
NC(=O)CNC(=O)c1cccc(Cl)c1,-3,-0.6,2,-1,-1,-2,7,0,1,4
CC(C)C(=O)NC(=S)Nc1ccc(S(=O)(=O)N(C)C)cc1,2,0.8,0,-8,-2,-1,12,7,6,0
CCCN=C1NC(=O)C(CC(=O)NCCc2ccccc2)S1 (centres undefined),-2,0.2,-3,-4,13,-2,6,-2,4,-6
O=C1CC2(CCCCC2)Oc2ccc(Cl)cc21,-1,1.5,4,1,-2,4,-7,-3,0,-1
CCc1ccc2c(F)cccc2n1,3,-0.7,·,4,-1,-5,-4,8,2,0
COc1cccc(N2CCN(C(=O)CN(C)S(=O)(=O)c3ccc4c(c3)c(=O)n(C)c(=O)n4C)CC2)c1,3,-0.9,2,-3,1,-2,-1,-5,0,-1
COc1ccc(-c2noc(CCCC(=O)NC3CCCCC3)n2)cc1,2,-1.9,11,-2,2,-2,9,0,3,-3
O=C(O)COc1ccccc1/C=N/NC(=O)CSc1nnc(SCc2ccccc2)s1,0,-0.1,7,3,9,6,-18,1,-6,-7
C/C(Cl)=C\Cn1c(O)c(N=NC(N)=S)c2ccccc21,1,-2.5,1,10,-1,0,-1,6,-3,7
CCOC(=O)CSc1ncc(OC)c(Sc2ccc(Cl)cc2)n1,1,2.0,-14,-6,2,1,-1,7,-3,1
O=C(Nc1ccccc1)Nc1cccc(-c2nnco2)c1,7,-0.1,0,2,-7,4,-9,-2,-6,-6
OC(c1ccc(F)cc1)c1nc(-c2ccccc2)cs1 (centres undefined),2,2.9,·,10,1,0,-6,5,4,-12
CCOCCCN(C)C1CCN(S(=O)(=O)c2csc(C(N)=O)c2)CC1,1,-3.9,-2,-5,0,-1,-7,-5,3,6
# (listing goes on)
SMILES,LEDGF integ inh,PG9 binder,HTRA1 inhibitor,SIAE inh,PRMT1 inh,UHRF1 MBD2 ctr,TDP2 inh,DDE Tn7 FP inh,TCR CD3 inh,mABHD4 FP
O=C1COC(c2ccccc2O)=NN1CCCl,-2,-1.6,7,3,-1,6,-11,5,1,6
CC1=CC(C)(C)N2C(=O)C3(C(C#N)=C(N)Oc4cc(O)ccc43)c3cccc1c32 (centres undefined),1,-0.3,-29,-8,1,1,1,5,-5,-55
CCOC(=O)/C(C#N)=C/c1cc(C)n(-c2ccccc2)c1C,1,0.1,-4,0,-2,0,2,0,-2,8
COc1ccc(C2CC3(CC(C)(C)NC(=S)N3)Oc3cc(O)cc(C)c32)cc1OC (centres undefined),-3,0.3,-5,6,0,3,8,-9,-5,2
CN(C1=C(NC(=O)c2ccc(Cl)cc2)C(=O)c2ccccc2C1=O)c1ccccc1,-1,-9.4,73*,1,3,2,-1,2,-4,56*
O=C(CCc1ccccc1)NNC(=S)Nc1ccc(F)cc1,-1,2.2,7,1,-2,-2,7,2,-5,1
Cc1ccc(-n2c(=O)c3ccc(C(=O)NCc4ccco4)cc3n(Cc3ccccc3C#N)c2=O)cc1,1,0.2,2,-8,-3,0,3,3,5,-6
Cc1nn(C)c(Cl)c1CN1CCC(n2nccc2NC(=O)C2CCCC2)CC1,5,-2.1,-3,-4,0,0,-8,0,9,-2
COC(=O)c1cc(C(=O)c2c(C)cc3ccccn23)cc([N+](=O)[O-])c1,1,-0.6,-7,4,-1,-2,11,-1,8,1
CCn1cc(C(=O)NC(=S)Nc2ccccc2[N+](=O)[O-])cn1,1,-2.1,3,1,0,-3,15,1,4,1
Cc1cc(NC(=O)CSCC(=O)OC(C)C(=O)N(C)Cc2ccccc2)no1 (centres undefined),1,0.2,0,7,-2,8,12,-3,1,-4
Cc1ccc(-c2nn(-c3ccccc3)cc2C(=O)NCC(c2cccs2)N2CCOCC2)cc1 (centres undefined),-4,1.0,-28,1,0,0,6,-6,-2,3
Oc1ccc(N=Nc2ccc3c(c2)OCCO3)c2cccnc12,3,-1.0,50*,20*,-4,-5,3,7,5,18
CC(C)C[C@H]1CN(CCCC[C@@H]2CNC(=O)C(=O)N2CC2CCCCC2)C(=O)C(=O)N1Cc1ccccc1,0,-1.8,·,-1,0,-2,-2,-9,-3,4
CC(C)c1ccc(S(=O)(=O)N2CCN(C(=O)[C@@H]3CCCN3C(=O)c3cccs3)CC2)cc1,1,0.6,-4,10,-2,0,12,-2,1,5
CC(C)c1nnc(NC(=O)C2CCN(S(=O)(=O)c3ccc(-n4cnnn4)cc3)CC2)s1,-2,-1.6,1,0,-6,1,0,-6,3,3
O=C(O)c1ccc(/C=N/NC(=O)C(O)(c2ccccc2)c2ccccc2)cc1,0,-1.0,-6,8,0,-1,1,-2,-7,-12
Cc1sc(NC(=O)CSc2nc(N)n(CC(=O)c3ccccc3)n2)c(C#N)c1C,1,-2.1,-19,-4,1,-1,-8,-5,1,-9
CN(C)S(=O)(=O)c1cc(NC(=O)COC(=O)Cc2cccc3ccccc23)ccc1Cl,0,-1.5,-34,-68,-2,-4,-15,-6,5,5
Cc1cc(=O)oc2cc(OC(C)C(=O)N3CCOCC3)ccc12 (centres undefined),3,1.5,-9,8,0,2,-2,0,-7,6
CCOC(=O)c1c(NCc2ccccc2)n[nH]c1C,-5,-0.3,5,-7,4,13,-11,-7,-2,-15
Cc1ccc2nc(-c3cccnc3)c(Nc3ccccc3C)n2c1,-1,0.8,-11,9,-2,0,3,6,6,1
O=c1c2cn[nH]c2nc(SCc2c(F)cccc2F)n1-c1ccc(Cl)cc1,5,-1.7,-56,-7,-5,-1,-6,-7,-1,-3
O=C(O)C(Cc1c[nH]c2ccccc12)N1CCS(=O)(=O)CC1 (centres undefined),-2,2.6,5,3,3,8,4,4,-9,-5
O=C(CCN1C(=O)c2ccccc2C1=O)C1=NN[C@@H]2C(=O)N(c3ccc4c(c3)OCO4)C(=O)[C@H]12,4,-3.3,·,6,2,0,-14,-6,5,5

# Four successive entries out of the list so far, for reference:
SMILES,LEDGF integ inh,PG9 binder,HTRA1 inhibitor,SIAE inh,PRMT1 inh,UHRF1 MBD2 ctr,TDP2 inh,DDE Tn7 FP inh,TCR CD3 inh,mABHD4 FP
O=C(O)c1ccc(/C=N/NC(=O)C(O)(c2ccccc2)c2ccccc2)cc1,0,-1.0,-6,8,0,-1,1,-2,-7,-12
Cc1sc(NC(=O)CSc2nc(N)n(CC(=O)c3ccccc3)n2)c(C#N)c1C,1,-2.1,-19,-4,1,-1,-8,-5,1,-9
CN(C)S(=O)(=O)c1cc(NC(=O)COC(=O)Cc2cccc3ccccc23)ccc1Cl,0,-1.5,-34,-68,-2,-4,-15,-6,5,5
Cc1cc(=O)oc2cc(OC(C)C(=O)N3CCOCC3)ccc12 (centres undefined),3,1.5,-9,8,0,2,-2,0,-7,6

# The list goes on.
SMILES,LEDGF integ inh,PG9 binder,HTRA1 inhibitor,SIAE inh,PRMT1 inh,UHRF1 MBD2 ctr,TDP2 inh,DDE Tn7 FP inh,TCR CD3 inh,mABHD4 FP
CC1(C(=O)NCc2cccnc2)CCN1C(=O)c1cccc(F)c1 (centres undefined),2,-1.3,·,-2,-4,8,-2,-10,-5,-1
Cc1ccc(Sc2cc(C(=O)c3ccccc3C(=O)O)ccc2[N+](=O)[O-])cc1,-2,0.7,-22,1,1,3,17,4,5,-28
CC1C/C(=N\NC(=O)c2ccc([N+](=O)[O-])cc2)CC(C)(C)C1 (centres undefined),-2,-4.6,7,5,3,2,-5,3,-1,24
Cc1ccc(NC(=O)c2ncn(CCCNCc3ccc4c(c3)OCO4)n2)cc1C,0,-0.2,7,-1,-3,4,-8,1,-3,0
CCC[C@H](/C=C/C(=O)OC(C)(C)C)Sc1ccc(OC)cc1,-2,·,·,1,4,0,3,9,·,2
C=CCn1c(SCC(=O)N(C)c2c(N)n(Cc3ccccc3)c(=O)[nH]c2=O)nnc1-c1ccccc1OC,0,-2.4,4,1,0,2,-2,-5,0,2
COc1ccc(Cl)cc1C(=O)NC(=S)Nc1nc(C)cc(C)n1,-3,-3.5,6,-1,-3,0,-8,-1,-8,-2
COc1ccc(/C=N/Nc2nc(Nc3ccccc3)nc(N3CCCC3)n2)cc1[N+](=O)[O-],-1,-2.1,-6,-6,3,1,0,-5,-2,4
Cc1ccc(-n2c(SCC(=O)NNC(=S)Nc3ccccc3)nc3ccccc3c2=O)cc1,0,1.7,-13,-2,9,-5,-7,2,-7,-16
CCSc1ccccc1C(=O)NCc1cccnc1,-4,0.9,1,-5,4,-1,0,10,3,10
CC(C)c1nc(-c2ccccc2)c(-c2ccccc2)[nH]1,-1,-2.3,5,-2,-2,-3,-3,-2,4,-1
O=C(CSc1ccc2nnc(-c3ccccc3)n2n1)N1CCCc2ccccc21,-2,-3.1,0,5,-2,-1,7,0,7,2
COC(=O)CN1C(=O)C(O)(CC(=O)c2ccc(Cl)cc2)c2ccccc21 (centres undefined),-1,-2.0,-4,1,7,2,-6,-4,-4,-1
CCc1ccc(N/C(SCc2cccc(F)c2)=C(/C#N)C(=O)NCc2ccco2)cc1,2,-0.5,-1,-4,-4,0,-9,4,2,-3
